# Lipid storage S3 = qHTS Assay for Lipid Storage Modulators in Drosophila S3 Cells. Drosophila S3 cells, BODIPY lipid droplet fluorescence, 18-24 h; cells fed with added oleic acid. lipid storage change, negative = inhibition, % at the top dose, mostly 46.1 µM; hits show Potency in µM. 320,000 compounds, 0.64% hits. AID 2685; active = well fitted inhibition curve with a large enough effect in the signal ratio, with a control signal flat, not every such curve was filed as active; inconclusive = small, poorly fitted or top-dose-only effect, or effect the other way, or a change in a side signal; the % refers to the signal ratio
#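 Drosophila S3 cells got compounds at several concentrations plus oleic acid (400 uM solution). Laser-scanning cytometry with 488 nm excitation read lipid droplets at 500-530 nm and cells at 575-640 nm. Percent activity was relative to 20 uM Triacsin C.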
# Lipid storage S3 cell count max = further read-out of Lipid storage S3, marked with its call; cell number change, %; measured here: cell count max response;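 cells counted by Cell Tracker Red CMTPX staining in the red channel; peak over a dose series mostly up to 46.1 µM; percent activity relative to internal control wells on each plate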
# Active calls of the source: *; i = inactive; ? = inconclusive; / = not tested or not shown. % is scaled to controls: 0 for no effect and ±100 for the full control effect; potency is read from the fitted curve at half-maximal effect. Only part of the results is shown; rates above refer to the full screens.
Lipid storage S3,Lipid storage S3 cell count max,canonical_smiles
-19%,-11,O=C(Cc1c(Cl)cccc1Cl)NC1CC1
?,/,Cc1ccc2[nH]c(=O)c(CN(CCCN(C)C)C(=O)Nc3ccc(Cl)cc3)cc2c1
?,/,COc1cccc(CN2C(=O)c3cccc(N)c3C2=O)c1
?,/,O=C(Nc1ccc(Br)cc1)c1ccccc1Br
i,-7,CCN1CCN(S(=O)(=O)c2c(C)[nH]c(C)c2C(=O)N2CCCCC2)CC1
?,/,COc1ccc(NC2CCCN(C(=O)CCc3scnc3C)C2)cc1 (stereo not drawn)
i,-12,CCCCc1cc(=O)oc2cc(OCC(=O)Nc3cccnc3)c(Cl)cc12
?,/,COc1ccc(C2C3=C(CCCC3=O)Nc3c(-c4ccccc4)c(C)nn32)cc1 (stereo not drawn)
?,/,CC(=O)c1cccc(NC(=O)CCC(=O)c2ccc(F)cc2)c1
?,/,Nc1nc(-c2ccccc2)cc(C(F)(F)F)n1
?,/,COc1nnnc2c1sc1nc(N3CCOCC3)c3c(c12)CC(C)(C)OC3
?,/,COc1cc(NC(=S)Nc2ccc3c(c2)OCCO3)cc(OC)c1OC
?,/,O=C(NC(=S)Nc1ccccc1C(=O)O)c1ccc(-c2ccc(Br)cc2)o1
i,/,Cc1cccc(NS(=O)(=O)c2ccc(Br)s2)n1
16%,1,O=C(COC(=O)Cn1[nH]c(=O)c2ccccc2c1=O)Nc1ccc2c(c1)OCO2
?,/,O=C(NCCS(=O)(=O)NCC1CCCO1)c1ccccc1 (stereo not drawn)
i,/,Cc1csc(NC(=O)C2CC(=O)N(Cc3ccco3)C2)n1 (stereo not drawn)
?,/,COc1ccc(C)c2sc(N(CCN(C)C)C(=O)c3cccc(N4C(=O)CCC4=O)c3)nc12
i,20,CC(C)(CNC(=O)c1cccc(NS(=O)(=O)c2ccc(Br)cc2)c1)N1CCOCC1
?,/,CCOC(=O)c1cnn(-c2ccccc2)c1-n1cccc1C(=O)C(=O)N(CC)CC
-3%,0,CC(=O)OC(C(=O)NC1CCCCC1)c1ccccc1F (stereo not drawn)
?,/,CCOC(=O)C1C(=O)Nc2nc3ccccc3n2C1C(C)C (stereo not drawn)
i,-18,O=C(CCc1nnc2n(Cc3ccc(Cl)cc3)c(=O)c3ccccc3n12)N1CCN(c2ccccn2)CC1
?,/,COc1ccc(/C=N/N2CCN(Cc3ccccc3)CC2)cc1
20%,27,Cc1cc(C(=O)CS(=O)(=O)c2ccc(F)cc2)cc(C)c1O
?,/,COc1ccc(/C=C2\Oc3cc(OCC(=O)N4CCC[C@H]4C(=O)O)ccc3C2=O)c(OC)c1OC
?,/,Oc1c(C(c2ccc(Cl)cc2)N2CCCC2)cc(Cl)c2cccnc12 (stereo not drawn)
?,/,CC(C)c1ccccc1NC(=O)Cn1c(/C=C/c2ccccc2)nc2ccccc21
?,/,CC1=CC(C)(C)N=C(Nc2ccc(C)cc2)S1
?,/,COc1ccc(N2CCN(C(=O)CSc3nnc(-c4ccc5[nH]c(C)c(C)c5c4)o3)CC2)cc1
?,/,CC(=O)Nc1ccc(N/C(N)=N/c2nc(C)cc(C)n2)cc1
15%,-2,FC(F)(F)c1cnc(N2CCCN(C(=S)Nc3ccccc3)CC2)c(Cl)c1
14%,0,S=C(Nc1ccc(Cl)cc1Cl)N1CCOCC1
?,/,O=C(c1ccc([N+](=O)[O-])cc1)N(Cc1ccccc1)c1ccccn1
?,/,COC(=O)c1ccc(CNC(=O)CNc2cc(C(F)(F)F)ccc2N2CCOCC2)cc1
-11%,-5,CC(=O)NNC(=S)NC(=O)c1ccc(C)cc1
?,/,COc1cccc(C2=NOC(C(=O)Nc3ccccc3SC)C2)c1 (stereo not drawn)
?,/,CCCNC(=O)COC(=O)c1ccccc1OCC(=O)Nc1ccc(Br)cc1
?,/,O=C(c1ccccc1Cl)N1CCN(C(=O)C2CCCO2)CC1 (stereo not drawn)
?,/,CCN(CC(=O)Nc1cc(Cl)ccc1C)C(=O)CSCc1ccccc1
9%,7,CC(C)n1cc(CN2CCC(Oc3ccc(C(=O)N4CCCCC4)cc3)CC2)cn1
-2%,3,COC(=O)c1ccc(C(=O)OC)c(NC(=O)C(C)C)c1
0%,-2,CCc1nnc(NS(=O)(=O)c2ccc(NC(=O)c3cc4ccccc4oc3=O)cc2)s1
-9%,1,CC(=O)C1=C(O)C(=O)N(CCO)C1c1ccccc1 (stereo not drawn)
?,/,O=S(=O)(c1ccccc1)N1CCn2c(nc3ccccc32)C1
?,/,CC1CC(C)CN(S(=O)(=O)c2ccc(NC(=O)CN3CCCCCC3)cc2)C1 (stereo not drawn)
?,/,CC(=O)c1cccc(NC(=O)C2CCN(S(C)(=O)=O)CC2)c1
?,/,COCCN(C(=O)c1ccc(-c2ccc(Cl)cc2)o1)c1c(N)n(CC(C)C)c(=O)[nH]c1=O
?,/,CCN1C(=O)c2ccccc2S(=O)c2ccc(C(=O)NCc3ccc(OC)cc3)cc21 (stereo not drawn)
23%,2,CCn1nccc1C(=O)Nc1nc2ccccc2n1CCN1CCCCC1
2%,9,Cn1cc(CN2CCc3c([nH]c4ccccc34)C2C2CCCCC2)cn1 (stereo not drawn)
i,/,CCc1ccc(NS(=O)(=O)c2c(C)noc2C)cc1
?,/,COc1ccc(CCNC(=O)CCC(=O)N2CCN(S(=O)(=O)c3ccc(Cl)cc3)CC2)cc1OC
?,/,O=C(NC1CCCC1)c1cc(COc2ccc3ncccc3c2)on1
?,/,COc1cc2[nH]c(=O)n(CCCCCC(=O)N3CCN(c4ccccc4)CC3)c(=O)c2cc1OC
8%,8,Cc1cc2n(n1)C(c1ccc(O)cc1)Nc1ccccc1-2 (stereo not drawn)
-2%,10,CC/C(O)=N\S(=O)(=O)c1ccc(N=NN(C)C)cc1
2%,0,c1ccc(-c2cc(NCCN3CCCCC3)c3ccccc3n2)cc1
10%,9,O=C(c1ccccc1)N1CCC(=O)N1c1ccccc1
-12%,1,CCOc1ccccc1N1CCN(C(=O)c2c(CC)noc2C)CC1

# Reformatted with bars between the fields: part of the list above
smiles | Lipid storage S3 | Lipid storage S3 cell count max
COCCN(C(=O)c1ccc(-c2ccc(Cl)cc2)o1)c1c(N)n(CC(C)C)c(=O)[nH]c1=O | ? | /
CC/C(O)=N\S(=O)(=O)c1ccc(N=NN(C)C)cc1 | -2% | 10
CCCNC(=O)COC(=O)c1ccccc1OCC(=O)Nc1ccc(Br)cc1 | ? | /

# The listing continues:
Lipid storage S3,Lipid storage S3 cell count max,canonical_smiles
?,/,COC(=O)[C@@H](NC(=O)Nc1ccc(C(C)=O)cc1)C(C)C
?,/,O=C(CCN1C(=O)c2ccccc2C1=O)NCCCn1ccnc1
-23%,-1,CCOC(=O)C1=C(O)/C(=C/c2ccc(OCC(=O)O)c(OCC)c2)SC1=Nc1ccccc1
?,/,Cc1ccccc1Cn1c(=O)n(Cc2ccco2)c(=O)c2ccccc21
?,/,Cc1ccc(CN(c2ccc(C(=O)Nc3ccc4c(c3)OCO4)cc2)S(C)(=O)=O)cc1
i,-12,Cc1[nH]c(C)c(S(=O)(=O)N2CCCCC2C)c1C(=O)N1CCCC1 (stereo not drawn)
4%,19,Cc1nc2sc(C(=O)OCC(=O)N3c4ccccc4CC3C)c(C)c2c(=O)[nH]1 (stereo not drawn)
?,/,O=P(O)(CN1CCCCCC1)CN1CCCCCC1
?,/,NC(=O)COC(=O)c1cccc(S(=O)(=O)N2CCN(c3ccccc3)CC2)c1
?,/,O=C(OCC#CCSc1nnc(-c2ccc([N+](=O)[O-])cc2)o1)c1cccs1
11%,/,COc1ccccc1CNC(=O)COC(=O)c1ccc(-n2cnnn2)cc1
i,-22,COc1ccc(S(=O)(=O)N2CCCC(C(=O)NC3CC3)C2)cc1Cl (stereo not drawn)
-2%,4,O=C(COc1cc2oc(=O)cc(-c3ccccc3)c2cc1Cl)NCCN1CCOCC1
3%,14,COc1ccc(Cl)cc1C(=O)Nn1cnc2ccccc2c1=O
i,/,COCCN1Cc2cccc(C(=O)N3CCN(c4ccccc4)CC3)c2C1=O
-8%,-1,COc1ccccc1OCCN(C#N)c1nc(N(C)C)nc(N(C)C)n1
?,/,CCOC(=O)C1CCCN(C2=C(NS(=O)(=O)c3ccc(Br)cc3)C(=O)c3ccccc3C2=O)C1 (stereo not drawn)
-13%,20,NC(=O)CSc1nc2ccccc2c(=O)n1CCc1ccccc1
4%,-21,CN(Cc1ccccc1F)c1nc(-c2cccnc2)nc2ccccc12
?,/,Cc1cc(C)nc(N/N=C2/CCSc3ccc(F)cc32)n1
?,/,NC(=O)CC(NC(=O)Cc1ccc(Cl)cc1)c1ccc(NC2CCCCCC2)c([N+](=O)[O-])c1 (stereo not drawn)
i,0,COc1ccc(NC(=O)C2=C(C)C(=O)OC23CCC(C)CC3)c(OC)c1 (stereo not drawn)
?,/,CCOC(=O)c1cnc2c(-c3ccc(Cl)cc3)cnn2c1C
-20%,9,COc1ccc(NC(=O)Cn2c(CCC(=O)O)ccc2-c2ccc(C)cc2)cc1
30%,0,CN(CCOc1ccc(Cl)cc1)C(=O)c1ccccc1SCC(=O)N1CCCC1
7%,-1,Cc1ccc(Nc2nc(-c3c(C)n(C)n(-c4ccccc4)c3=O)c(C)s2)cc1
0%,-15,CCOC(=O)Oc1ccc2oc(C)c(C(=O)OCCOC)c2c1
?,/,Cc1c(Cl)cccc1NC(=S)N/N=C/c1ccccc1Cl
9.2µM*,3.9*,CCOC(=O)C1=C(COc2ccccc2)NC(=O)NC1c1cccc([N+](=O)[O-])c1 (stereo not drawn)
?,/,CC(NC(=O)C1c2ccccc2Oc2ccccc21)C1CCCO1 (stereo not drawn)
-8%,17,CN1CCN(C(=O)c2cc(Oc3c(F)c(F)c(F)c(F)c3F)cc(C(=O)N3CCN(C)CC3)c2)CC1
?,/,CCOc1ccccc1NC(=O)C(Sc1nnnn1C)c1ccccc1 (stereo not drawn)
?,/,CN(c1ccccc1)S(=O)(=O)c1ccc(Cl)c(C(=O)NCC(c2ccco2)N2CCCC2)c1 (stereo not drawn)
12%,16,O=C(c1ccccc1C(F)(F)F)N1CCN(S(=O)(=O)c2ccccc2)CC1
?,/,CCCOC(=O)CSc1nnc(-c2ccccc2Cl)o1
?,/,CSCCC(NS(=O)(=O)c1ccccc1F)C(=O)N1CC=C(c2ccccc2)CC1 (stereo not drawn)
i,/,c1ccc(CCc2nn3c(Cc4ccccc4)nnc3s2)cc1
-7%,25,CC(C)C(NC(=O)c1ccccc1F)C(=O)NCc1ccc(F)cc1 (stereo not drawn)
?,/,COc1ccc(OC)c(C(=O)CSc2nnc(-c3ccc(OC)c(OC)c3)o2)c1
-4%,15,Cc1c(NC(=S)NC(=O)c2ccc(Br)o2)c(=O)n(-c2ccccc2)n1C
?,/,O=C(Nc1ccccc1N1CCOCC1)c1ccc(Cl)c(S(=O)(=O)N2CCCC2)c1
11%,1,COc1cc(Cl)c(C)cc1NC(=O)CSc1ccc(C)cc1
3%,12,Cc1onc(-c2c(F)cccc2Cl)c1C(=O)Nc1cccc(S(=O)(=O)NCc2ccco2)c1
i,-6,Cc1ccc(NS(=O)(=O)c2cccc(C(=O)NNC(=O)c3ccco3)c2)c(C)c1
?,/,O=C(NCc1ccc(F)cc1)C(=O)NCC1OCCCN1S(=O)(=O)c1cccs1 (stereo not drawn)
11%,-4,O=C(NCCc1c[nH]c2ccccc12)C(=O)NCC1CCCO1 (stereo not drawn)
?,/,Cc1ccccc1NC(=O)Cn1c([N+](=O)[O-])cnc1C
-48%,-15,CN1/C(=C\C(=O)Nc2ccc(Br)cc2)C(C)(C)c2ccccc21
1.3µM*,-4.2*,CC(C)CCNC(=O)CN(C(=O)CCC(=O)Nc1nccs1)C1CCCCC1
?,/,O=C(NNC(=O)c1ccc(S(=O)(=O)N2CCCCC2)cc1)c1ccc(F)cc1
-4%,14,CC(=O)NCCc1c[nH]c2ccc(OCC(O)CNC(C)(C)C)cc12 (stereo not drawn)
?,/,CCc1nnc(NC(=O)CSc2nc(SC)ns2)s1
-23%,-17,C#Cc1ccc([C@@H]2C=C(C(=O)N3CCN(Cc4ccccc4)CC3)O[C@H](OCC)[C@H]2CCCO)cc1

# Structures from the list above containing fluorine:
Lipid storage S3,Lipid storage S3 cell count max,canonical_smiles
?,/,CC(=O)c1cccc(NC(=O)CCC(=O)c2ccc(F)cc2)c1
?,/,Nc1nc(-c2ccccc2)cc(C(F)(F)F)n1
-3%,0,CC(=O)OC(C(=O)NC1CCCCC1)c1ccccc1F (stereo not drawn)
20%,27,Cc1cc(C(=O)CS(=O)(=O)c2ccc(F)cc2)cc(C)c1O
15%,-2,FC(F)(F)c1cnc(N2CCCN(C(=S)Nc3ccccc3)CC2)c(Cl)c1
?,/,COC(=O)c1ccc(CNC(=O)CNc2cc(C(F)(F)F)ccc2N2CCOCC2)cc1
4%,-21,CN(Cc1ccccc1F)c1nc(-c2cccnc2)nc2ccccc12
?,/,Cc1cc(C)nc(N/N=C2/CCSc3ccc(F)cc32)n1
-8%,17,CN1CCN(C(=O)c2cc(Oc3c(F)c(F)c(F)c(F)c3F)cc(C(=O)N3CCN(C)CC3)c2)CC1
12%,16,O=C(c1ccccc1C(F)(F)F)N1CCN(S(=O)(=O)c2ccccc2)CC1
?,/,CSCCC(NS(=O)(=O)c1ccccc1F)C(=O)N1CC=C(c2ccccc2)CC1 (stereo not drawn)
-7%,25,CC(C)C(NC(=O)c1ccccc1F)C(=O)NCc1ccc(F)cc1 (stereo not drawn)
3%,12,Cc1onc(-c2c(F)cccc2Cl)c1C(=O)Nc1cccc(S(=O)(=O)NCc2ccco2)c1
?,/,O=C(NCc1ccc(F)cc1)C(=O)NCC1OCCCN1S(=O)(=O)c1cccs1 (stereo not drawn)
?,/,O=C(NNC(=O)c1ccc(S(=O)(=O)N2CCCCC2)cc1)c1ccc(F)cc1
